Compound activity (PubChem)
VIM-2 inh – inhibitors of Pseudomonas aeruginosa VIM-2 metallo-beta-lactamase; purified VIM-2, nitrocefin hydrolysis, epi-absorbance fluorescence; inhibition, % at 5.6 µM; 0.89% of 290,000 active;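 active = inhibition above the mean of all tested compounds plus 3 SD, cutoff set per screening run, cut at about 7.5% in these data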;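 also: red hydrolysis product quenches plate fluorescence so inhibitors raise well fluorescence; 0% = enzyme with DMSO and 100% = DMSO without enzyme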
HCV NS3 hel inh – inhibitors of Hepatitis C virus NS3 helicase | NS3 helicase DNA unwinding, Cy5 molecular beacon fluorescence | inhibition, % at 10.9 µM | 0.56% of 290,000 active;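 active = inhibition above the mean of all tested compounds plus 3 SD, set per campaign, cut at about 35% in these data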;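 also: 0% = DMSO wells and 100% = thioflavine S control wells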
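Assay system – hepatitis C virus NS3 helicase domain fragment enzyme · Buffer or medium – MOPS pH 6.5, MgCl2, DTT, Tween20, BSA · Reagent – Cy5/quencher beacon DNA duplex and ATP to start · Compound – single 10.9 µM dose · Timing – 1 h at 25 °C · Technique – Cy5 beacon fluorescence read at start and 1 h · Measure – % inhibition of unwinding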
M18AAP inhibitor – blocks P. falciparum M18 aspartyl aminopeptidase | recombinant PfM18AAP, H-Glu-NHMec fluorogenic cleavage | 1.2% of 290,000 active | inhibition, % at 7.35 µM;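 active = inhibition above the campaign mean inhibition over all tested compounds plus 3 SD, cut at about 28% in these data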;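 also: 0% = plate median of test compound wells and 100% = 2 mM ZnCl2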
UBC9 SUMO inh – SUMOylation inhibition | HTRF SUMOylation assay, SAE1/SAE2 + UBC9, in vitro | AID 2006 | inhibition, % at 35 µM | P63279 | 0.36% of 290,000 active; in the data active = inhibition above about 50%, passing the limit was not always enough; also: strong numbers were not always called active
Target sequence (P63279 whole entry, looked up): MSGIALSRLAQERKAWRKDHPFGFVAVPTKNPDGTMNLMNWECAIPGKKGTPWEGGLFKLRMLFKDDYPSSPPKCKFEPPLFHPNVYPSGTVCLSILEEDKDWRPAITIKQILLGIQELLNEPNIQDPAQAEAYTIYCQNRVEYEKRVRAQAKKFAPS
IMP-1 inhibitor – inhibitors of Pseudomonas aeruginosa IMP-1 metallo-beta-lactamase; 0.45% of 290,000 active; inhibition, % at 5.6 µM; purified IMP-1, nitrocefin hydrolysis, epi-absorbance fluorescence; AID 1556;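 active = inhibition above the mean plus 3 SD of all compounds in the same screening run, cut at about 4.5% in these data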;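 also: 0% = IMP-1 with DMSO and 100% = DMSO wells lacking enzyme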
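System: Purified recombinant IMP-1 metallo-beta-lactamase enzyme | Measured by: Fluorescence quenching readout, ex 480/em 530 nm | Replication: Singlicate | Incubation: 15 min preincubation plus 25 min reaction at 25 °C | Evaluation: Percent inhibition from optical density relative to buffer-blank wells | Benchmarks: DMSO with and without IMP-1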
NALP1 inh – blocks the NALP1 inflammasome reconstituted in yeast. S. cerevisiae NALP1/ASC/caspase-1 growth, X-gal OD620, 72 h. inhibition, % at 10 µM. AID 2071. 0.61% of 280,000 active; in the data active = inhibition mostly above about 24%, no sharp cut-off; inactive = mostly below about 32%; also: some compounds called inactive have numbers as strong as hits
MEKK2mut PB1 HTS – signal of MEK5 binding to mutant human MEKK2 PB1 domain. 0.35% of 290,000 active. percent response, % at 10 µM. bead flow cytometry, Alexa488-MEK5 binding to MEKK2 mutant; in the data active = percent response above about 24%, passing the limit was not always enough; also: inactives centre near 1; some results filed as inactive read as strong as hits
FID counter – displaces DNA intercalator in HCV helicase counter-screen; DNA fluorescent intercalator displacement, fluorescence; 0.17% of 290,000 active; inhibition, % at 7.9 µM; in the data active = inhibition above about 37%;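 also: 0% = vehicle and 100% = reference compound; higher means more ethidium bromide displaced from hairpin DNA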
MEKK2wt PB1 HTS – raises or lowers MEK5 binding to wildtype human MEKK2 PB1 domain; Q9Y2U5; bead flow cytometry, Alexa488-MEK5 binding to MEKK2 WT; actives lie on both sides; binding response (% of control), % at 10 µM; 1.1% of 290,000 active; in the data active = binding response below about 67% or above about 130%
* marks the source's active call; other numbers are inactive results; . = not tested or not shown; & = joins results of further samples.

SMILES | VIM-2 inh | HCV NS3 hel inh | M18AAP inhibitor | UBC9 SUMO inh | IMP-1 inhibitor | NALP1 inh | MEKK2mut PB1 HTS | FID counter | MEKK2wt PB1 HTS
CCCCC1=CC2=CC(=O)C(C)(OC(=O)CC)C(=O)C2=CN1Cc1ccc2c(c1)OCO2 (stereo not drawn) | . | . | . | 14 | . | -84 | -4 | . | 99
COc1cccc(Oc2nccc(N(C)C)c2C#N)c1 | -1.8 | 2 | 4 | 18 | -3.3 | 1 | 10 | -3 | 102
COc1cccc(CNC(=O)C(Cc2ccccc2)n2cccc2)c1 (stereo not drawn) | -2.8 | 7 | -27 | 3 | -2.9 | . | -20 | -11 | 99
Cc1cc(C)c(NC(=O)CSc2ccc3nnc(CCNC(=O)c4ccccc4)n3n2)c(C)c1 | -2.1 | -1 | -1 | -12 | -0.7 | 13 | 9 | -25 | 101
Cn1c(N=Nc2ccc(N3CCOCC3)cc2)[n+](C)c2ccccc21 | -4.5 | -5 | 5 | -27 | -14 | 5 | -6 | 59* | 92
CCOC(=O)N1C(=O)[C@](c2ccc(Cl)cc2)(C(C)C)N1C(=O)OCC | -1.1 | 0 | 4 | 14 | -2.8 | 13 | -6 | -32 | 95
Cc1nccc(-c2cc(-c3ccc(Cl)cc3Cl)no2)n1 | -0.4 | 6 | 0 | 14 | -0.4 | -1 | 3 | -3 | 106
Cn1nnc2c(C(N)=O)ncn2c1=O | -3.0 | 1 | -5 | -1 | -2.3 | -6 | 5&3 | -2 | 112&109
Cc1ccc2oc(-c3ccco3)nc2c1 | -0.5 | 0 | -16 | 7 | -3.1 | 4 | 9 | 3 | 102
Nc1n[nH]c(-c2ccccc2[N+](=O)[O-])n1 | -0.9 | -3 | -7 | 2 | 0.3 | 12 | -2 | 7 | 100
O=C(Cc1ccc(Cl)cc1)Nc1ccc2c(c1)C(=O)NC2=O | 0.6 | -6 | 0 | 20 | 0.1 | 7 | -14 | 18 | 81
CC(=O)c1cccc(NC(=O)CC2SC(N3CCCCC3)=NC2=O)c1 (stereo not drawn) | -1.2 | -1 | -2 | 7 | -0.8 | -2 | 4 | -12 | 102

An excerpt from above, showing only VIM-2 inh, NALP1 inh and UBC9 SUMO inh:
| mol | VIM-2 inh | NALP1 inh | UBC9 SUMO inh |
| --- | --- | --- | --- |
| O=C(Cc1ccc(Cl)cc1)Nc1ccc2c(c1)C(=O)NC2=O | 0.6 | 7 | 20 |
| CC(=O)c1cccc(NC(=O)CC2SC(N3CCCCC3)=NC2=O)c1 (stereo not drawn) | -1.2 | -2 | 7 |

The results go on.
SMILES | VIM-2 inh | HCV NS3 hel inh | M18AAP inhibitor | UBC9 SUMO inh | IMP-1 inhibitor | NALP1 inh | MEKK2mut PB1 HTS | FID counter | MEKK2wt PB1 HTS
O=C(Nc1ccc(F)c(F)c1)C1CCN(S(=O)(=O)c2cccc3nonc23)CC1 | -0.3 | -12 | 1 | -3 | -0.5 | 32 | -5 | 13 | 97
N/C(=N\OC(=O)C12CC3CC(CC(C3)C1)C2)c1ccncc1 | -1.6 | -2 | 1 | 23 | -1.9 | 0 | -18 | -10 | 92
Cn1c(=O)c2c(nc(N3CCOCC3)n2Cc2c(F)cccc2Cl)n(C)c1=O | 2.1 | 4 | -3 | -8 | 1.5 | 6 | -11 | -4 | 78
O=C(CCS(=O)(=O)Cc1ccccc1)N1CCN(Cc2ccccc2)CC1 | -2.4 | 0 | -1 | -2 | -2.1 | . | 0 | -14 | 101
CC12CCC(C(=O)NCc3ccccn3)(OC1=O)C2(C)C (stereo not drawn) | -2.4 | -7 | 5 | 11 | -2.9 | 6 | 7 | -2 | 106
COc1ccc(CN/C=C2\CCCCC2=O)cc1 | -0.3 | 6 | -3 | 10 | -2.1 | 13 | 4 | -9 | 103
CCOC(=O)C1(Cc2ccc(OC)cc2)CCN(C(=O)C2CCCO2)CC1 (stereo not drawn) | -0.5 | -3 | -4 | -2 | -0.8 | -7 | -2 | -17 | 96
CCOC(=O)CSc1nnc(CNC(=O)c2ccc(S(=O)(=O)N3CCCCC3)cc2)n1C | -4.2 | -5 | 1 | -7 | -1.6 | -6 | 3 | -18 | 103
CCCCN(CCCC)c1nc2ccccc2nc1NS(=O)(=O)c1ccc(NC(C)=O)cc1 | -2.0 | 1 | 5 | 1 | -5.0 | 19 | -1 | -2 | 101
CCSc1nnc(-c2cnn(-c3ccccc3)c2-n2cccc2)n1C | -3.0 | 9 | -2 | 1 | -5.3 | 52 | 1 | -42 | 103
O=C(CSc1nnc(-c2ccncc2)n1CC1CCCO1)Nc1ccccc1Cl (stereo not drawn) | 1.2 | -15 | 0 | 9 | -0.9 | -19 | -17 | 0 | 69
CC1=C(C(=O)OCc2ccccc2)C(c2ccc(Cl)cc2)NC(=O)N1C (stereo not drawn) | -4.8 | -7 | -7 | -1 | -4.1 | 12 | 10 | -16 | 108
CCCn1c(CCNC(=O)c2ccco2)nc2ccccc21 | -3.7 | 5 | -1 | 7 | -5.7 | 11 | 7 | -7 | 101
O=C(NCCCN1CCC(Cc2ccccc2)CC1)c1ccc2nc(N3CCOCC3)sc2c1 | -5.5 | -48 | 9 | 13 | -3.3 | . | 9 | 24 | 144*
N#Cc1ccccc1S(=O)(=O)Nc1ccc2c(c1)C(=O)OC2 | -2.5 | -4 | 5 | 12 | -2.6 | . | 9 | -4 | 101
CCc1nnc(NS(=O)(=O)c2ccc(NC(=O)c3cccc(OC)c3)cc2)s1 | -0.5 | 0 | -5 | 4 | 0.1 | 25 | 2 | -47 | 102
COc1ccc(N2CCN(C(=O)Cn3nnc(-c4ccccc4N)n3)CC2)cc1 | -0.4 | 2 | -3 | 19 | -2.3 | 5 | 2 | -17 | 103
O=c1c2[nH]c3ccc(F)cc3c2ncn1CCC1=CCCCC1 | -1.5 | -5 | 1 | 29 | -1.8 | 0 | 3 | -4 | 100
CN(C)C(=O)C(=O)c1cccn1-c1ccccc1C#N | -2.6 | 7 | 2 | 13 | -1.2 | -4 | 3 | -2 | 107
O=c1c2c3n(c(=S)nc2[nH]n1-c1ccccc1)CCCCC3 | -1.3 | -2 | 8 | -3 | -3.0 | -1 | -8 | -7 | 96
COc1ccccc1OCc1ccc(C(=O)NCCN(C)C)o1 | -1.7 | 5 | 1 | -9 | -2.6 | 20 | 0 | 1 | 94
COc1ccc(NC(C)=O)cc1NC(=O)CN1CCN(c2ccccn2)CC1 | -1.2 | -5 | -4 | -1 | -1.9 | 35 | . | -6 | .
CCOc1ccc(NC(=O)N2CCC(n3nnc4cc(C)ccc43)CC2)cc1 | -3.0 | -6 | 1 | 26 | -4.0 | 31 | 2 | -24 | 98
CCn1c(CNC(=O)C(C)(C)C)nc2ccccc21 | -0.1 | -3 | -7 | 3 | -2.6 | -4 | 9 | -3 | 109
c1coc(-c2nc(-c3ccncc3)no2)c1 | 0.1 | 0 | 4 | 1 | -0.1 | 10 | -6 | -1 | 97
O=C(Nc1ccccn1)C1CCCN(c2ncnc3c2nc2n3CCCCC2)C1 (stereo not drawn) | -1.4 | 7 | 2 | 6 | -5.1 | 3 | 4 | -32 | 101
CCCCCCCCCSc1n[nH]c(N)n1 | -1.8 | -6 | -4 | 12 | -3.7 | -8 | 1 | 0 | 98
COc1ccccc1NC(=O)C1CCCN(c2nc(C)cc(C)n2)C1 (stereo not drawn) | -4.0 | 5 | -5 | 3 | -4.2 | -9 | 4 | -21 | 109
CCOc1ccc(C(=S)N2CCCC2)cc1OCC | 0.3 | -3 | 18 | -13 | 0.5 | -6 | 6 | -11 | 103
COc1cc(/C=N/NC(=O)Cc2ccccc2)ccc1Oc1ccc([N+](=O)[O-])cc1[N+](=O)[O-] | -1.0 | 6 | 1 | 8 | -1.4 | 16 | -1 | 0 | 100
CC(C)(C)NC(=O)C1CC1(c1ccccc1)c1ccccc1 (stereo not drawn) | -0.9 | -3 | -4 | -5 | -1.8 | 13 | 0 | -20 | 102
COc1cccc(NC(=O)CSc2nc3ccccc3nc2N2CCOCC2)c1 | -1.0 | 10 | -1 | -2 | -0.6 | 12 | -6 | -34 | 92
CC(C)CCNC(=O)C(c1ccco1)N(Cc1cccs1)C(=O)Cn1nnc2ccccc21 (stereo not drawn) | 5.8 | 13 | 7 | -18 | -1.4 | -2 | -1 | -27 | 97
CCOc1ccc(N2C(=O)/C(=C/c3ccco3)N(C)C2=S)cc1 | -4.4 | 10 | 1 | 29 | -1.7 | 26 | -3 | -5 | 93
COc1ccc(/C=N/Nc2ncc(C(F)(F)F)cc2Cl)cc1OC | -3.6 | 7 | 17 | 10 | -7.4 | 16 | 2 | -9 | 103
Cc1noc2c1C(c1ccc(N(C)C)cc1)C1=C(CC(C)(C)CC1=O)N2 (stereo not drawn) | -3.8 | -4 | 25 | 12 | -5.0 | 14 | 9 | -9 | 102
CC1c2[nH]c3ccccc3c2CCN1C(=O)Nc1ccccc1 (stereo not drawn) | -0.9 | -12 | 2 | 1 | 0.6 | 18 | 0 | -3 | 98
O=C(O)CCSc1nc2ccccc2c(=O)[nH]1 | -2.8 | 1 | 0 | 12 | -3.2 | 10 | 9 | -1 | 109
O=C(c1ccc(=O)[nH]n1)N1CCN(S(=O)(=O)c2ccc3ccccc3c2)CC1 | 1.3 | -3 | -8 | 9 | -0.9 | -6 | -3 | -13 | 92
COC(=O)c1c(NC(=O)CCl)sc(C(=O)N2CCOCC2)c1C | -0.1 | -7 | 0 | 2 | -0.9 | 3 | 0 | -7 | 105

Arranged by length of the SMILES (highest first): some entries from above.
SMILES | VIM-2 inh | HCV NS3 hel inh | M18AAP inhibitor | UBC9 SUMO inh | IMP-1 inhibitor | NALP1 inh | MEKK2mut PB1 HTS | FID counter | MEKK2wt PB1 HTS
COc1cc(/C=N/NC(=O)Cc2ccccc2)ccc1Oc1ccc([N+](=O)[O-])cc1[N+](=O)[O-] | -1.0 | 6 | 1 | 8 | -1.4 | 16 | -1 | 0 | 100
O=C(c1ccc(=O)[nH]n1)N1CCN(S(=O)(=O)c2ccc3ccccc3c2)CC1 | 1.3 | -3 | -8 | 9 | -0.9 | -6 | -3 | -13 | 92
Cc1noc2c1C(c1ccc(N(C)C)cc1)C1=C(CC(C)(C)CC1=O)N2 (stereo not drawn) | -3.8 | -4 | 25 | 12 | -5.0 | 14 | 9 | -9 | 102
CCOc1ccc(N2C(=O)/C(=C/c3ccco3)N(C)C2=S)cc1 | -4.4 | 10 | 1 | 29 | -1.7 | 26 | -3 | -5 | 93
COC(=O)c1c(NC(=O)CCl)sc(C(=O)N2CCOCC2)c1C | -0.1 | -7 | 0 | 2 | -0.9 | 3 | 0 | -7 | 105
COc1ccccc1NC(=O)C1CCCN(c2nc(C)cc(C)n2)C1 (stereo not drawn) | -4.0 | 5 | -5 | 3 | -4.2 | -9 | 4 | -21 | 109
CC(C)(C)NC(=O)C1CC1(c1ccccc1)c1ccccc1 (stereo not drawn) | -0.9 | -3 | -4 | -5 | -1.8 | 13 | 0 | -20 | 102
O=C(O)CCSc1nc2ccccc2c(=O)[nH]1 | -2.8 | 1 | 0 | 12 | -3.2 | 10 | 9 | -1 | 109
CCOc1ccc(C(=S)N2CCCC2)cc1OCC | 0.3 | -3 | 18 | -13 | 0.5 | -6 | 6 | -11 | 103
CCCCCCCCCSc1n[nH]c(N)n1 | -1.8 | -6 | -4 | 12 | -3.7 | -8 | 1 | 0 | 98

The order is random (roughly 4.7% active in at least one column).
